TRPC6 activator = mouse TRPC6 channel activation | HEK293-TRPC6 membrane potential dye fluorescence; active compounds read high | B-score at 10 µM | actives 0.13% (n = 310,000);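 active = B-score of the integrated fluorescence ratio above library mean plus 3 SD, and starting fluorescence ratio within library mean plus 5 SD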;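 note: higher score means more depolarization so channel activation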
Target sequence (Q61143 whole entry, looked up): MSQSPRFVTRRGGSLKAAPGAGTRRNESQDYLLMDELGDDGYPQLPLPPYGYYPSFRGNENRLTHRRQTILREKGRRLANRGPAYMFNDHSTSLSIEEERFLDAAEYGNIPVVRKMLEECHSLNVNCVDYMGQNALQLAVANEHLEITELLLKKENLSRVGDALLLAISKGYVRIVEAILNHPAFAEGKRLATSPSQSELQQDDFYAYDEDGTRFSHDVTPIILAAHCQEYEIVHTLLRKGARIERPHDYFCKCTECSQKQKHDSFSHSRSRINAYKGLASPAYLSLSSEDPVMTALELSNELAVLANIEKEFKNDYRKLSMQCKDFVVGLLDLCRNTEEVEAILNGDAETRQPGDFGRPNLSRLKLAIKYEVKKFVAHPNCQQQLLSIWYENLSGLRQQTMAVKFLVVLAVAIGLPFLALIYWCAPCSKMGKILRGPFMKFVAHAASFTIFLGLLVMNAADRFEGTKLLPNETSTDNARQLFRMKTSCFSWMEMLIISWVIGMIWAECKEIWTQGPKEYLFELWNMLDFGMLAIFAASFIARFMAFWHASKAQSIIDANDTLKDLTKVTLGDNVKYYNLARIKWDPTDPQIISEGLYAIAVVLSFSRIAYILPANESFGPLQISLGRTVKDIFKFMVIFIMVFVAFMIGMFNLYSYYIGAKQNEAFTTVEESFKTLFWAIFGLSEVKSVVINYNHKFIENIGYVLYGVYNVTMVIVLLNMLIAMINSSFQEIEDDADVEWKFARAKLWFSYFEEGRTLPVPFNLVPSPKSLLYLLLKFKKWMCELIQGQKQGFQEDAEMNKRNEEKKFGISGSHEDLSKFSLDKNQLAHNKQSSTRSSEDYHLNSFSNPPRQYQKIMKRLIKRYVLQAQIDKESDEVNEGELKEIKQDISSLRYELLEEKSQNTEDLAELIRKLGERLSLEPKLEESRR
SKKanGAS inh = inhibitors of SKKanGAS S. pyogenes growth in kanamycin (SK-promoter or general growth effect); BacTiter-Glo, 6 h; inhibition, % at 7.5 µM; actives 1.3% (n = 300,000);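 active = mean replicate score, as percent of positive control median, at least 50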;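 note: strain carries kanamycin resistance gene driven by streptokinase promoter and grows in 40 µg/ml kanamycin; loss of luminescence reflects streptokinase promoter inhibition or plain growth inhibition; 0% = median of DMSO wells and 100% = positive control at its reference dose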
ANO1 activ = activates or potentiates the mouse TMEM16A chloride channel. B-score at 10 µM. actives 0.3% (n = 340,000). HEK293 TMEM16A/YFP-H148Q/I152L, iodide quench fluorescence; active compounds read low. Q8BHY3;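 active = fluorescence-ratio B-score plate-corrected deviation score at least 3 library SD below zero, with starting fluorescence score within 5 deviations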;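 note: channel opened by trigger with iodide after compound preincubation; score built on the fluorescence ratio of max minus min over baseline; more negative score means more quench and so TMEM16A activation or potentiation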
TRPC6 inhibitor = inhibitors of mouse TRPC6 channel; HEK293-TRPC6, membrane potential dye, ACh-evoked depolarization; active compounds read low; B-score at 10 µM; actives 1.1% (n = 310,000);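 active = B-score under library mean minus 3 SD, initial fluorescence not abnormally high, positive integrated signal ratio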;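 note: B-score derived from integrated fluorescence ratio over the kinetic read; more negative B-score means stronger inhibition of depolarization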
TRPC4 agonist = opens the mouse TRPC4 cation channel | Q9QUQ5 | HEK293 TRPC4beta/mu-opioid, Fluo4 calcium fluorescence; active compounds read high | B-score at 10 µM | actives 0.49% (n = 310,000);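 active = B-score above 5 SD of library B-scores, and initial fluorescence ratio not above library mean plus 5 SD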;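 note: positive B-score marks a calcium rise read as TRPC4 activation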
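Assay system: HEK293 cells stably co-expressing mouse TRPC4beta and mu-opioid receptor / Timing: Fluo4 dye loading 45 min at room temperature, 110 s recording / Signal: Fluo4 calcium-sensitive dye fluorescence, kinetic, 1 Hz baseline / Read-out: integrated baseline-normalised fluorescence ratio, converted to per-well B score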
ANO1 block = inhibitors of mouse TMEM16A calcium-activated chloride channel; Q8BHY3; AID 588511; normalized B-score (activity score, 25-100; higher = stronger inhibition) at 10 µM; actives 1.2% (n = 310,000); HEK293 TMEM16A/YFP iodide influx fluorescence, ionomycin;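 active = ratio plate-corrected score three or more library SD toward inhibition, starting fluorescence score within five deviations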;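 note: score derived from kinetic fluorescence span divided by baseline fluorescence per well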
MrgX1 antag = blocks BAM8-22 activation of human MrgX1 receptor; Q96LB2; MRGX1-HEK293 calcium flux, Fluo-4, BAM8-22 antagonism; active compounds read low; B-score at 10 µM; actives 1.3% (n = 310,000); AID 588676;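 active = calcium-response B-score plate-corrected more than 3 library SD below zero, starting fluorescence within 5 deviations, no agonist response on first addition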;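 note: peak minus trough fluorescence over baseline after final BAM8-22 challenge near maximal dose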
TRPC4 potent = allosterically enhances the mouse TRPC4 cation channel | Q9QUQ5 | HEK293 TRPC4beta/mu-opioid, DAMGO EC20, Fluo-4 Ca2+ flux; active compounds read high | B-score at 10 µM | actives 0.42% (n = 310,000) | AID 2227;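 active = B-score of calcium response area above 5 SD of library B-scores, with initial fluorescence ratio within 5 SD of library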;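 note: B-score of integrated fluorescence ratio over time as area under calcium response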
TRPC4 block = TRPC4 (mouse) channel inhibition | HEK293 TRPC4beta/mu-opioid, DAMGO-evoked Fluo4 calcium flux; active compounds read low | Q9QUQ5 | actives 0.39% (n = 300,000) | B-score at 10 µM;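 active = B-score over 3 SD under the library average, no early fluorescence shift, positive overall ratio signal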
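Assay system: TRPC4beta/mu-opioid receptor HEK293 cell line; compound dosing: single concentration per test compound; detection: Fluo4 Ca2+ flux fluorescence; evaluation: per-well B score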
MrgX1 agonist = activates human MrgX1 receptor signaling | Q96LB2 | MrgX1-HEK293 cells, Fluo-4 calcium fluorescence, agonist mode; active compounds read high | B-score at 10 µM | actives 0.44% (n = 310,000);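 active = calcium response B-score plate-corrected fluorescence ratio at least 3 library SD, with starting fluorescence B-score inside 5 SD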
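System: HEK293 cells stably expressing human MrgX1 receptor; Dosing: test compound in the initial addition of three; Schedule: overnight plating, then 30 min 37 °C plus 30 min room-temperature dye loading; Detection: kinetic calcium dye fluorescence, Fluo-4 NW; Controls: per-plate positive and negative controls for Z′ factor.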
MrgX1 PAM = allosterically activates human MrgX1 receptor signaling; Q96LB2; MrgX1-HEK293, Fluo-4 calcium flux, FDSS; active compounds read high; B-score at 10 µM; actives 0.63% (n = 310,000);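 active = plate-corrected calcium response at least 3 library SD above typical, normal starting fluorescence, not activating the receptor alone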;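 note: compound read alongside a low EC10 to EC30 dose of BAM8-22 agonist; peak minus trough fluorescence over baseline measured at the second addition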
Starred values were filed as active, the others as inactive; i = inactive; x = no result given.

SMILES	TRPC6 activator	SKKanGAS inh	ANO1 activ	TRPC6 inhibitor	TRPC4 agonist	ANO1 block	MrgX1 antag	TRPC4 potent	TRPC4 block	MrgX1 agonist	MrgX1 PAM
Cc1csc(SCC(=O)Nc2nnc(C)s2)n1	i	3	i	i	i	i	i	i	i	i	i
O=C(CSc1nnc(NC(=O)c2ccccc2[N+](=O)[O-])s1)NCc1ccco1	i	-9	i	i	i	i	i	i	i	i	i
C[C@H](NC(=O)c1ccco1)C(=O)Nc1ccc(C#N)cc1	i	-2	i	i	i	i	i	i	i	i	i
Cc1ccc(C(=O)N2Cc3ccccc3CC2C(=O)O)cc1 (stereo unspecified)	i	15	i	i	i	i	i	i	i	i	i
COc1ccc(-c2[nH]ncc2/C=N\NC(=O)c2ccc(Br)o2)cc1OC	i	-10	i	i	i	i	i	i	i	i	i
CC1=Nc2cc(C(=O)N3CCCCC3)ccc2Sc2ccc(C)cc21	i	8	i	i	i	i	i	i	i	i	i
N#CC(C#N)=C1NC2(CCCC2)Cc2ccccc21	i	-1	i	i	i	i	i	i	i	i	i
CCC(C)(C)NC(=O)C(c1cccc(OC)c1OC)N(C(=O)CCC(=O)Nc1cc(C)on1)c1ccc2c(c1)OCCO2 (stereo unspecified)	i	1	i	i	i	i	i	i	i	i	i
COc1ccc(N(Cc2cc3cc(OC)ccc3[nH]c2=O)C(=O)c2cccnc2)cc1	x	x	i	x	x	i	i	x	x	i	i
CCN(CC)C(=O)NC1CC2CCCC(C1)N2Cc1ccccc1 (stereo unspecified)	i	3	i	i	i	i	i	i	i	i	i
CCOc1ccc(/C=N/NC(=O)C2CCCC2)c(OCC)c1	i	1	i	i	i	i	i	i	i	i	i
CC(C(=O)OCc1nnc(-c2ccccc2)o1)N1C(=O)c2ccccc2C1=O (stereo unspecified)	i	-6	i	i	i	i	i	i	i	i	i
c1ccc(Cn2nnc3c(NCC4CCCO4)nc(C4CC4)nc32)cc1 (stereo unspecified)	i	2	i	i	i	i	i	i	i	i	i
COC(=O)c1ccc(NC(=O)CN2CCN(S(=O)(=O)c3ccc(Br)cc3)CC2)cc1	i	45	i	i	i	i	i	i	i	i	i
COC(=O)c1c(NC(=O)c2cccnc2)sc(C)c1C	i	-9	i	i	i	i	i	i	i	i	i
CC(=O)C(Cc1ccccc1)NC(=O)COC(=O)CCN1C(=O)C2CC=CCC2C1=O (stereo unspecified)	i	-1	i	i	i	i	i	i	i	i	i
Cc1ccc(C(=O)NC(=S)Nc2ccccc2N2CCOCC2)cc1C	i	14	i	i	i	i	i	i	i	i	i
COCCn1c(COc2ccc(C)cc2)nc2ccccc21	i	-6	i	i	i	i	i	i	x	i	i
NC(=O)NC(=O)COC(=O)c1ccccc1OCc1ccc(F)cc1	i	-6	i	i	i	i	i	i	i	i	i
COc1cc(C2CC(=O)c3cnc(NC(C)=O)nc3C2)cc(OC)c1OC (stereo unspecified)	i	-6	i	i	i	i	i	i	i	i	i
COC(=O)c1ccc[n+](CCc2c[nH]c3ccccc23)c1	i	-2	i	i	i	i	i	i	i	i	i
COCCN1C(=O)N[C@@H](CCc2ccccc2)C(C(C)=O)=C1C	i	2	x	i	i	i	i	i	i	i	i
NC(=O)CC(NC(=O)Cc1ccc(Br)cc1)c1ccc(NCc2ccc(F)c(F)c2)c([N+](=O)[O-])c1 (stereo unspecified)	i	24	i	i	i	i	i	i	i	i	i
CCN(CC)C(=O)CC(c1ccc(F)cc1)c1ccc(OC)cc1 (stereo unspecified)	i	1	i	i	i	i	i	i	i	i	i
Cc1cc(-c2ccco2)n(CC(=O)NCc2ccccc2)n1	i	0	i	i	i	i	i	i	i	i	i

Sorted by formula weight (ascending): 3 of the compounds above
SMILES	TRPC6 activator	SKKanGAS inh	ANO1 activ	TRPC6 inhibitor	TRPC4 agonist	ANO1 block	MrgX1 antag	TRPC4 potent	TRPC4 block	MrgX1 agonist	MrgX1 PAM
COCCN1C(=O)N[C@@H](CCc2ccccc2)C(C(C)=O)=C1C	i	2	x	i	i	i	i	i	i	i	i
COc1cc(C2CC(=O)c3cnc(NC(C)=O)nc3C2)cc(OC)c1OC (stereo unspecified)	i	-6	i	i	i	i	i	i	i	i	i
COc1ccc(-c2[nH]ncc2/C=N\NC(=O)c2ccc(Br)o2)cc1OC	i	-10	i	i	i	i	i	i	i	i	i

Following part.
SMILES	TRPC6 activator	SKKanGAS inh	ANO1 activ	TRPC6 inhibitor	TRPC4 agonist	ANO1 block	MrgX1 antag	TRPC4 potent	TRPC4 block	MrgX1 agonist	MrgX1 PAM
CCOc1ccc2[nH]c(=O)c(CN(Cc3nnnn3Cc3ccccc3)CC3CCCO3)cc2c1 (stereo unspecified)	i	1	i	i	i	i	i	i	i	i	i
COc1cccc(CNC(=O)CCCc2nnc3n(C)c(=O)c4sccc4n23)c1	i	-1	i	i	i	i	i	i	i	i	i
Cc1cccc(N2CCN(C(=S)Nc3ccc4nc(N5CCOCC5)cc(C)c4c3)CC2C)c1 (stereo unspecified)	i	-16	i	i	i	i	i	i	i	i	i
CC1CN(S(=O)(=O)c2cccs2)CC(C)O1 (stereo unspecified)	x	x	i	x	x	i	i	x	x	i	i
Cc1nn(-c2ccccc2)cc1/C=N/NS(=O)(=O)c1ccccc1	i	-7	i	i	i	i	i	i	i	i	i
S=C(NC1CCCCC1)NN(c1ccccc1)c1ccccc1	i	-14	i	i	i	i	i	i	i	i	i
Cc1cc(=O)n2[nH]c(-c3ccc(C(C)(C)C)cc3)cc2n1	i	7	i	i	i	i	i	i	i	i	i
CCCCOc1ccc(C(=O)NC)cc1	i	-3	i	i	i	i	i	i	i	i	i
Cc1ccc(C)c(CSc2nnc([C@@H](N)C(C)C)o2)c1	i	-11	i	i	i	100*	i	i	i	i	i
O=C(OCC(=O)N1CCCC1=O)c1cc(S(=O)(=O)N2CCOCC2)ccc1Cl	i	9	i	i	i	i	i	i	i	i	i
Cc1nn(-c2cc(C(F)(F)F)ccc2Cl)c2nc(C(Cl)(Cl)Cl)[nH]c(=O)c12	i	27	i	i	i	100*	i	i	i	43*	i
O=C1CC(c2cccc(Cl)c2)c2cc3c(cc2N1)CCC3 (stereo unspecified)	i	-6	i	i	i	i	i	i	i	i	i
O=C(O)c1ccccc1C1=Nc2ccc(O)cc2Oc2cc(O)ccc21	i	0	i	i	i	i	i	i	i	i	i
CC(C)c1ccc(/C=C/C(=O)NCCCc2ccccc2)cc1	i	19	i	i	i	i	i	i	i	i	i
c1ccc(COc2ccc(-c3sc(Nc4ccccc4)n[n+]3-c3ccccc3)cc2)cc1	i	-1	x	i	i	i	i	i	i	i	i
CC1CCN(S(=O)(=O)c2ccc(C(=O)OCc3ccc4c(c3)OCO4)cc2)CC1	i	0	i	i	i	i	i	i	i	i	i
N#C/C(=C/c1ccc2c(c1)OCO2)C(=O)NCCc1c[nH]c2ccccc12	i	-4	i	i	i	i	i	i	i	i	i
COc1cc(NS(=O)(=O)c2ccc(NC(=O)COc3ccc(C)cc3)cc2)nc(OC)n1	i	8	i	i	i	i	i	i	i	i	i
Cn1cccc1/C=C1\CCc2ccccc2C1=O	i	19	i	i	i	i	i	i	i	i	i
CCN(CCS(=O)(=O)c1ccc(Cl)cc1)C(=O)Nc1ccc(Cl)cc1	i	2	i	i	i	i	i	i	i	i	i
O=C(NCc1cccc(C(F)(F)F)c1)C1CCCN(c2cnccn2)C1 (stereo unspecified)	i	0	i	i	i	i	i	i	i	i	i
CCc1ccc(NC(=O)Cn2cnc3c(=O)n(C)c(=O)n(C)c32)cc1	i	-6	i	i	i	i	i	i	i	i	i
COc1ccc(NC(=O)Nc2ncccc2C)cc1	i	-19	i	i	i	i	i	i	i	i	i
O=C1CCCN1CCCNCC(=O)N1c2ccccc2Sc2ccccc21	i	-2	i	i	i	i	i	i	i	i	i
Cc1ccc(C)c(NC(=O)C2CC(O)CN2C(=O)Oc2ccccc2)c1 (stereo unspecified)	i	4	i	i	i	i	i	i	i	i	i
The list continues.
SMILES	TRPC6 activator	SKKanGAS inh	ANO1 activ	TRPC6 inhibitor	TRPC4 agonist	ANO1 block	MrgX1 antag	TRPC4 potent	TRPC4 block	MrgX1 agonist	MrgX1 PAM
Cc1c(C)n(C)c2ccc(C(=O)NCCCN3CCOCC3)cc12	i	-2	i	i	i	i	i	i	i	i	i
COc1ccc(NC(=S)N2N=CCC2c2ccccc2)cc1 (stereo unspecified)	i	11	i	i	i	i	-7.3*	i	i	i	i
Nc1ccc(C(=O)c2ccc3c(c2)OCCO3)cc1N	i	9	i	i	i	i	i	i	x	i	i
CC(C)(C)N1C(=O)[C@H]2[C@@H](c3ccc(Br)cc3)N3C(=O)N(c4ccc(Br)cc4)C(=O)[C@@]3(Cc3ccccc3)[C@H]2C1=O	i	2	i	i	i	i	i	i	i	i	i
CCOc1ccc(N(CC(=O)Nc2ccccc2C)S(=O)(=O)c2c(C)[nH]c(=O)[nH]c2=O)cc1	i	-4	i	i	i	i	i	i	i	i	i
O=C(Cc1ccccc1Cl)N/N=C/c1cccnc1	i	3	i	i	i	i	i	i	i	i	i
CC(C(=O)c1ccc(Br)cc1)[n+]1cccc2ccccc21 (stereo unspecified)	i	-2	i	i	i	i	i	i	i	i	i
CC(=O)c1ccc(C(=O)N2CCCC(CO)(Cc3ccccc3C)C2)s1 (stereo unspecified)	i	-8	i	i	i	x	x	i	i	x	x
Cc1cc(NC(=O)CSc2nnc(CNc3cccc(C(F)(F)F)c3)n2Cc2ccco2)no1	i	4	i	i	i	i	i	i	i	i	i
CN1C(=O)c2cccc(N(C)C)c2C1=O	i	-5	i	i	i	i	i	i	i	i	i
COc1cc(OC)c(C(=O)O/N=C(\N)c2ccccc2)cc1OC	i	-5	i	i	i	i	i	i	i	i	i
CCOC(=O)c1[nH]c2ccc(OC)cc2c1NC(C)=O	i	-2	x	i	i	i	i	i	i	i	i
COc1cc(CN2CCN(CCOCCO)CC2)cc(OC)c1OC	i	13	i	i	i	i	i	i	i	i	i
CCCc1c(C(=O)N/N=C(/C)c2ccncc2)nnn1-c1nonc1N	i	-6	i	i	i	i	i	i	i	i	i

Assay outcomes: PubChem BioAssay, several laboratories
